PI4K2A inh: PI4K2A (human) kinase inhibition | activity change, negative = inhibition, % at 76.9 µM | hit rate 0.13% among 420,000 | purified PI4K2A, ADP-Glo luminescence, 1 h; active compounds read low | AID 1346378; in the data active means activity change below about -50%; inconclusive means mostly about -30% to -49%;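 further: -100% = wells without enzyme as full effect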
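PI4K2A activity was measured by ADP-Glo luminescence: enzyme (4 ug/mL stock) and phosphatidylinositol (1.2 mM stock) in Tris pH 7.5/MgCl2/EGTA/Triton X-100 buffer were reacted with ATP (300 microM stock) for one hour at ambient temperature.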
RGS4 inhibitor: inhibitors of human regulator of G protein signaling 4; P49798; Transcreener GDP fluorescence polarization, RGS4-accelerated GTP hydrolysis; Potency, µM (doses to about 114 µM), inactives show top-dose activity change, negative = inhibition, most hits filed as inhibitors; hit rate 0.039% among 390,000; AID 504845; further: potency means the concentration at half of the fitted maximal effect; on the % scale 0 is the no-effect control and ±100 the full control effect; nearly all actives have a fitted effect of over 75% in size; some results filed as inactive show a strong effect at the top dose
Target sequence (P49798 whole entry, looked up): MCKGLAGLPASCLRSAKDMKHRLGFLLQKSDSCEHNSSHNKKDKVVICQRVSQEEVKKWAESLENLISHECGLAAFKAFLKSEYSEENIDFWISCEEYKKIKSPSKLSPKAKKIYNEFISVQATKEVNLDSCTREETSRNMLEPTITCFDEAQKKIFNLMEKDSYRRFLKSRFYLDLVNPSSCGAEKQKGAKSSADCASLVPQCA
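MLSMR compounds (23 nl, pin-transferred) preincubated 10 min at room temperature with a 500nM (2x) first reagent, then RGS4 at 900nM (2x) plus Transcreener GDP mix added; fluorescence polarization (620/688 nm) read before and after 90 min at 30 °C.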
ALOX12 inh: inhibitors of human 12S-lipoxygenase ALOX12. Potency, µM (doses to about 108 µM), inactives show at the highest dose activity change, negative = inhibition, usual class: inhibitors. purified 12hLO, xylenol orange hydroperoxide absorbance. P18054. hit rate 1.1% among 580,000; further: potency means the concentration at half of the fitted maximal effect; on the % scale 0 is the no-effect control and ±100 the full control effect
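Hydroperoxide product was detected by ferrous iron/xylenol orange as the 573 to 405 nm absorbance ratio. Arachidonic acid at 40 uM (final) was turned over for 30 min at room temperature by 150 nM human 12hLO, pH 7.0 Hepes buffer, after 15 min compound preincubation.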
GLS inh: blocks human kidney-isoform glutaminase activity; O94925; GLS enzymatic activity, qHTS titration; Potency, µM (titrated, usually from 45.5 µM), without a hit: at the highest dose activity change, negative = inhibition, actives largely listed as inhibitors; hit rate 0.21% among 410,000; further: potency means the concentration at half of the fitted maximal effect; on the % scale 0 is the no-effect control and ±100 the full control effect
Target sequence (O94925 whole entry, looked up, canonical isoform): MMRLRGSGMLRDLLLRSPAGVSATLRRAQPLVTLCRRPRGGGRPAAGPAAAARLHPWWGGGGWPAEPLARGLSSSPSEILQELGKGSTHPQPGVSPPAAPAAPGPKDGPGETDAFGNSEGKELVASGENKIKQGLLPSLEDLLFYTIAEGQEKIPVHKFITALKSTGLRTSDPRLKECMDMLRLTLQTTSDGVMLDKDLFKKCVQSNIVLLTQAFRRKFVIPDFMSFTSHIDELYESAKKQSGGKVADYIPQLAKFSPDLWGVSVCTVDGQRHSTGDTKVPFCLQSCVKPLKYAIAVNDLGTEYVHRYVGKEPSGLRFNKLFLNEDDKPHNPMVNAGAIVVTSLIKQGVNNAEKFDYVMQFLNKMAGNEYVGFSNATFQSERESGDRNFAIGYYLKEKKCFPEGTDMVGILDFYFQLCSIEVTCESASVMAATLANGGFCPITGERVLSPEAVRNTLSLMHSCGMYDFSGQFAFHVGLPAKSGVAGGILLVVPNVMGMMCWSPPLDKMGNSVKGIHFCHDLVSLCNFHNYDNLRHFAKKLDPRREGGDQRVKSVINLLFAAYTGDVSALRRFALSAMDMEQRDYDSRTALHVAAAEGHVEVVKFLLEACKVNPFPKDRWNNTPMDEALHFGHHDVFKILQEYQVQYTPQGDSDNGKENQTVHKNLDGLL
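Glutamate formation by hKGA was monitored fluorometrically using coupled glutamate oxidase, HRP and Amplex Red. Substrate was added as 1 mM L-glutamine solution; incubation was 30 min at RT after an initial read.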
G9a inh: blocks human histone lysine methyltransferase G9a. Q96KQ7. G9a H3K9 monomethylation, AlphaScreen, 2 h. Potency, µM (series often up to 102 µM), for the others: top-dose activity, negative = inhibition, hits mostly inhibitors. hit rate 8.8% among 350,000. AID 504332; further: potency means the concentration at half of the fitted maximal effect; on the % scale 0 is the no-effect control and ±100 the full control effect; nearly all actives have a fitted effect of over 75% in size
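Quantitative HTS format: methyltransferase activity on a biotin-tagged H3K9 peptide is measured by AlphaScreen, using a rabbit anti-monomethyl-H3K9 antibody with streptavidin donor and anti-IgG acceptor beads. Final levels are 20 nM enzyme, 500 nM peptide, 20 uM SAM; 2 h RT.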
HP1b binding inh: inhibitors of HP1-beta chromodomain binding to methylated histone tails | AlphaScreen HP1-beta / biotin-H3K9me3 peptide binding | Potency, µM (top dose mostly 114 µM), for the others: at the highest dose activity change, negative = inhibition, hits mostly inhibitors | hit rate 0.56% among 390,000; further: potency means the concentration at half of the fitted maximal effect; nearly all actives have a fitted effect of over 70% in size; inactives centre near 23
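AlphaScreen: HP1-beta (50 nM) preformed 30 min with biotin-H3(1-18)K9me3 peptide (50 nM) in PBS pH 7.4, 0.01% Tween-20. Compound added for 30 min at RT, then streptavidin donor/nickel chelate acceptor beads (10 ug/mL) for 30 min.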
BAZ2B block: blocks human BAZ2B; Q9UIF8; AlphaScreen BAZ2B-H3K14Ac peptide displacement; Potency, µM (highest dose often 114 µM), for the others: top-dose activity change, negative = inhibition, hits mostly inhibitors; hit rate 4.4% among 360,000; further: potency means the concentration at half of the fitted maximal effect; on the % scale 0 is the no-effect control and ±100 the full control effect; nearly all actives have a fitted effect of over 60% in size
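AlphaScreen displacement of biotin-H3(5-23)K14Ac peptide (50 nM final) from BAZ2B (50 nM final) in PBS pH 7.4, 0.01% Tween-20; complex preformed 30 min RT, then compounds (top 110 uM) 30 min RT, beads 20 min dark.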
JMJD2A Tudor inh: blocks the human JMJD2A Tudor domain. O75164. AlphaScreen JMJD2A-Tudor / H3K4me3 peptide binding. Potency, µM (top dose mostly 114 µM), without a hit: top-dose activity change, negative = inhibition, usual class: inhibitors. hit rate 4.4% among 390,000. AID 504339; further: potency means the concentration at half of the fitted maximal effect; on the % scale 0 is the no-effect control and ±100 the full control effect; nearly all actives have a fitted effect of over 50% in size
ERG Ets-DNA blk: inhibitors of human ERG Ets domain-DNA interaction | P11308 | fluorescence polarization, His-ERG Ets domain / labelled DNA | Potency, µM (doses to about 76.9 µM), for inactives: top-dose FP activity, negative = inhibition, actives largely listed as inhibitors | hit rate 0.028% among 370,000 | AID 624246; active means well fitted inhibition curve with a large enough effect in the polarisation, with a control signal flat; inconclusive means small, poorly fitted or top-dose-only effect, or effect the other way, or a change in a side signal; inactive means no such curve, though single readings can be large or run the other way; the % refers to the polarisation;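 further: polarization taken with two DNA probes labelled with fluorescein and Texas red; potency means the concentration at half of the fitted maximal effect; % of control where 0% means no effect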
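His-tagged ERG Ets domain (1 uM in the protein solution; 300mM KCl, 50mM Tris-HCl, 1mM EDTA, 1mM DTT, pH 7.5) received compound, then a probe mix of 5 nM fluorescein-DNA and 100nM Texas-615-DNA. Fluorescence polarization was read for both dyes.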
The depositor's hits bear a star; ? = inconclusive; · = not tested or not shown; & = joins results of further samples; [ ] = another dose, or the depositor's remark. Unless noted, the call rests on the fitted dose curve; in most records, active means well fitted curve in the direction sought with a large enough effect; inconclusive means small, poorly fitted or top-dose-only effect, or another doubt; inactive means no such curve, though single readings can be large; an effect the other way counts as inactive or inconclusive. Some of the compounds tested; the hit share may differ from the screen's.

BAZ2B block,PI4K2A inh,RGS4 inhibitor,HP1b binding inh,GLS inh,ERG Ets-DNA blk,ALOX12 inh,G9a inh,JMJD2A Tudor inh,compound
3%,6,1%,19%,8%,2%,-6%,10%[59 µM],-12%,Cc1ccccc1OCC(=O)OCC(=O)NCc1cccs1
?,-1,4%,12%,25%,-6%,?,50µM*,?,C/C(=N\NC1=N[C@H]2CS(=O)(=O)C[C@H]2S1)c1ccccc1
12%,1,-14%,14%,3%,1%,-6%,0%,-17%,Cc1ccc(C)c(S(=O)(=O)NCC(c2ccc3c(c2)OCO3)N2CCOCC2)c1 (stereo unspecified)
1%,3,-2%,31%,-4%,-2%,5%,35%[12.7 µM],-7%,O=C1[C@@H]2[C@H](C(=O)N1Cc1ccco1)[C@H]1C=C[C@@H]2C1
-20%,3,23%,14%,0%,11%,-16%,6%,-9%,CC(=O)Nc1ccc(NC(=O)C(C)OC(=O)c2ccc3c(c2)OCCO3)cc1 (stereo unspecified)
-21%,7,-9%,27%,-14%,1%,0%,·,-11%,CCOC(=O)CCc1c(C)c2ccc(OCc3cc([N+](=O)[O-])ccc3OC)cc2oc1=O
?,-2,-22%,-2%,-26%,-13%,-27%,?,?,CCn1c(C)c(C(C)=O)c(N2CCN(C(c3ccccc3)c3ccccc3)CC2)nc1=S
-1%,5,10%,0%,7%,18%,0%,-12%[2.33 µM],-13%,CC(=O)NN1C(=O)/C(=C2/Sc3ccc(Cl)cc3N2C)SC1=S
6%,1,11%,15%[57 µM],-6%,2%,?,4%[59 µM],-19%,COc1ccc(C(=O)Nc2cc(-c3ccccc3)nn2-c2ccccc2)cc1
-1%,-4,-12%,137%,11%,-6%,?,46%[59 µM],67%[activator],CC(=O)c1cc(F)c(N2CCCCCC2)cc1C
45µM*,1,-35%,-6%,-18%,14%,-19%,45µM*,?,N#C/C(=C(/O)c1ccc(-c2cccc([N+](=O)[O-])c2)o1)c1nc2ccccc2s1
·,-3,30%,18%,5%,-1%,-2%,·,-3%,Cc1onc(-c2c(Cl)cccc2Cl)c1C(=O)N1C(C)CCCC1C (stereo unspecified)
2%,0,7%,?,0%,0%,-8%,?,1%,Cc1nnc(N2CCC(C(=O)NCCc3ccccc3)CC2)c2nn(-c3ccc(Cl)cc3)c(C)c12
3%,-1,-8%,34%,-11%,0%,0%,9%,-17%,Cn1c(SCc2ccc(Cl)cc2)nnc1-c1ccc2nonc2c1
30%[activator],-1,-1%,41%[activator],-8%,-8%,0%,11%[59 µM],-4%,O=C(COc1ccc(C(=S)N2CCOCC2)cc1)N1CCCC1
·,1,11%,37%,5%,-6%,7%,·,26%,O=Cc1cccnc1SCc1ccccc1
-6%,-7,9%,19%,0%,-14%,143%[activator],-8%[59 µM],-7%,N#CNC(=Nc1cccc(Cl)c1)Oc1ccccc1
-1%,-1,0%,27%,3%,-5%,0%,-9%[59 µM],-1%,OC1CCN(c2c3c(nc4cc(-c5ccc(Cl)cc5)nn24)CCC3)CC1
-8%,3,-21%,7%,12%,29%,-13%,-49%,-32%,COc1ccc(C(=O)NNC(=O)C(Cc2ccc(O)cc2)NC(=O)c2ccccc2NC(=O)c2ccc(OC)cc2)cc1 (stereo unspecified)
·,3,-134%[56.9 µM],·,-12%,·,-14%,18%[59 µM],·,CC[N+](CC)(CCNC(=O)C(=O)NCC[N+](CC)(CC)Cc1ccccc1Cl)Cc1ccccc1Cl
-16%,-3,19%,15%,6%,-8%,-14%,-5%,-15%,Cn1c(N)c(C(=O)COC(=O)CC2CC3CCC2C3)c(=O)n(C)c1=O (stereo unspecified)
1%,2,-11%,34%,-2%,8%,7%,17%[2.33 µM],-5%,CCOc1ccc(S(=O)(=O)NCCC(=O)NCC(c2ccc(F)cc2)N2CCOCC2)cc1 (stereo unspecified)
5%,3,-7%,30%,-6%,40%[activator],3%,-2%,-22%,COc1ccc(CCC(=O)NC2CCCN(Cc3ccc(Cl)cc3)C2)cc1OC (stereo unspecified)
·,-1,-4%,15%,2%,-12%,-2%,·,-24%,O=C(NC1CC1)c1cccc(NC(=O)C2CCCCC2)c1
19%,-2,27%,69%[activator],-17%,-9%,11%,2%,24%,Cc1cccc(OCCC(=O)Nc2ccc(F)c(F)c2)c1

Next records
BAZ2B block,PI4K2A inh,RGS4 inhibitor,HP1b binding inh,GLS inh,ERG Ets-DNA blk,ALOX12 inh,G9a inh,JMJD2A Tudor inh,compound
1%,-11,-29%,50%[activator],3%,6%,-11%,-29%[12.7 µM],-14%,Nc1c(-c2ccc(Cl)cc2)nnn1-c1ccccc1
-2%,-5,12%,-1%,-13%,1%,-22%,-4%[59 µM],-18%,CC1CCCN(c2c(S(=O)(=O)c3ccccc3)cnc3ccc(Cl)cc23)C1 (stereo unspecified)
-4%,7,?,23%,7%,0%,·,6%[59 µM],?,Clc1cccc(N2CCN(CCNc3nc4ccccc4n4cnnc34)CC2)c1
-34%,0,-19%,51%[activator],-2%,-6%,-6%,-2%[59 µM],-6%,COc1ccc(CCNC(=O)CC(c2ccccc2)c2cccc(C)c2O)cc1OC (stereo unspecified)
-39%,0,0%,52%[activator],7%,-2%,12%,-4%[0.501 µM],-15%,CCCOc1ccc(N/C=C/C(=O)c2cc(OC)c(OC)c(OC)c2)cc1
?,-6,14%,31%,-2%,3%,?,7%[12.7 µM],-20%,COc1ccc(-c2cnc(C)o2)cc1S(=O)(=O)Nc1ccc(OC(F)(F)F)cc1
-6%,-1,-2%,23%,19%,-12%,?,?,-14%,COc1ccc(CC(=O)NNC(=S)Nc2ccccc2)cc1Br
9%,-1,39%,8%,9%,-1%,-13%,3%,-5%,Cc1ccccc1NS(=O)(=O)c1ccc(C(=O)NCCCN2CCOCC2)cc1
·,-12,14%,14%,2%,-4%,-25%,·,?,COc1ccc(C(=O)COC(=O)CN2C(=O)C3CC=CCC3C2=O)c(OC)c1 (stereo unspecified)
·,2,-2%,30%,-12%,0%,-20%,-24%[59 µM],-14%,COc1ccc2nc3oc(C(=O)N(C)c4ccc(Cl)cc4)cc3cc2c1
0%,-2,3%,17%,-3%,4%,-10%,-31%,-19%,Cc1ccn2c(CN(C)CCn3nc(C)cc3C)c(C(=O)N3CCCCCC3)nc2c1
-14%,-4,-16%[56.9 µM],45%[activator],0%,9%,21%,11%,-12%,O=C(NCCN1CCOCC1)/C(=C\c1ccccc1F)NC(=O)c1ccccc1
-2%,0,-9%,23%,-3%,-16%,-12%,·,-11%,COC(=O)c1ccc(NC(=S)NC2CCCCC2)cc1
13%,3,31%,77%[activator],8%,6%,?,·,-2%,COCc1cc(C)nc2sc(C(=O)Nc3cccc(OC)c3)c(N)c12
3%,0,2%,31%[activator],0%,-2%,-17%,-7%[59 µM],-22%,COc1ccc(-c2nn(-c3ccccc3)cc2/C=N/NC(=O)c2cccc(S(=O)(=O)Nc3ccccc3Cl)c2)cc1
10%,2,24%,16%,-13%,-13%,11%,-28%[12.7 µM],-2%,O=C(COC(=O)CCC1CCCC1)Nc1ccc(Cl)cn1
-1%,0,5%,46%[activator],-6%,-2%,-16%,26%[59 µM],-10%,O=C(CSc1nc2c(oc3ccccc32)c(=O)n1Cc1ccco1)Nc1ccccc1
-3%,-1,-10%,42%[activator],-3%,5%,-11%,33%[activator][59 µM],0%,Cn1nc(C(=O)N2CCOCC2)c([N+](=O)[O-])c1C(=O)N1CCOCC1
-27%,-4,-10%,-1%,4%,15%,?,?,-21%,O=C(Nc1ncc([N+](=O)[O-])s1)c1ccccc1Br
-22%&-5%,2&-5,-5%&10%,47%&55%[activator],-2%&3%,-13%&-2%,8%[57.4 µM],9%,-10%&-30%,CCOC(=O)C1CCN(S(=O)(=O)c2ccc3c(c2)NC(=O)C(C)C(=O)N3)CC1 (stereo unspecified)
-6%,-9,3%,36%,2%,-3%,·,-5%,-9%,CCC(=O)Nc1ccc(-c2ccc(N3CCN(C)CC3)nn2)cc1
9%,1,15%,31%,1%,3%,?,22%,-5%,COC(=O)c1[nH]c(=O)c2ccccc2c1OCc1ccccc1
7%,-1,-9%,23%,5%,-7%,-14%,-2%[12.7 µM],-10%,c1ccc(N2CCN(c3nc4cc5c(cc4s3)OCCO5)CC2)cc1
0%,24,-25%,32%,-8%,-2%,5%,-38%,-10%,N/C(=N\OC(=O)CCN1C(=O)c2ccccc2C1=O)c1ccccn1

Source: PubChem BioAssay
